3CLpro inhibitor = SARS-CoV 3CLpro protease inhibition | P0C6X7 | recombinant SARS-CoV 3CLpro, quenched FRET peptide cleavage | inhibition, % at 6 µM | hit rate 0.14% among 290,000 | AID 1706; in the data active = inhibition above about 12%
TcdB GH inh = blocks C. difficile toxin B glycohydrolase activity; P18177; TcdB glycohydrolase enzymatic assay, plate reader; inhibition, % at 9.99 µM; hit rate 0.24% among 350,000; in the data active = inhibition above about 10%
PrPC TRFRET = cell surface PrPC inhibition, primary TR-FRET screen | inhibition, % at 13.8 µM | hit rate 0.43% among 370,000 | TR-FRET read-out | P04156 | AID 720596; in the data active = inhibition above about 24%; note: 0% = median of the test wells and 100% = reference compound wells
Vc quorum ag = induces V. cholerae light production without autoinducers. AID 588436. activation, % at 18.7 µM. V. cholerae BH1578 lux reporter, luminescence, 6 h. hit rate 0.16% among 350,000; in the data active = activation mostly above about 9.7%, no sharp cut-off; note: not every result past the cut was called active; inactives centre near 0; reference of the scale not given here
MazEF act = activators of E. coli MazEF toxin-antitoxin RNase | P0AE70 | FAM/BHQ RNA-DNA oligo cleavage fluorescence, 5 h | activation, % at 20 µM | hit rate 0.32% among 350,000 | AID 504720; in the data active = activation above about 50%
Target sequence (P0AE70 whole entry, looked up): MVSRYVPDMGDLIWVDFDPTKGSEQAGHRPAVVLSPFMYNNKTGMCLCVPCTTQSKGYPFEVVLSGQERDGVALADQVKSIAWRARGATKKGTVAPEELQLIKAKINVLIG
SSB-PriA inh = K. pneumoniae PriA-SSBct interaction inhibition; AlphaScreen SSBct-PriA binding, biotinylated peptide; inhibition, % at 33 µM; hit rate 0.6% among 430,000; in the data active = inhibition mostly above about 37%, no sharp cut-off; inactive = mostly below about 20%;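 note: plate controls were negative control peptide for no effect and reference peptide for full effect; strong numbers were not always called active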
Rv3671c inh = inhibits the M. tuberculosis serine protease Rv3671c; P9WHR9; inhibition, % at 5.96 µM; hit rate 0.048% among 320,000; in the data active = inhibition above about 38%;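 note: extracellular domain of Rv3671c used as enzyme; 0% = enzyme with DMSO and 100% = no enzyme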
Target sequence (P9WHR9 whole entry, looked up, the tested form may be a part): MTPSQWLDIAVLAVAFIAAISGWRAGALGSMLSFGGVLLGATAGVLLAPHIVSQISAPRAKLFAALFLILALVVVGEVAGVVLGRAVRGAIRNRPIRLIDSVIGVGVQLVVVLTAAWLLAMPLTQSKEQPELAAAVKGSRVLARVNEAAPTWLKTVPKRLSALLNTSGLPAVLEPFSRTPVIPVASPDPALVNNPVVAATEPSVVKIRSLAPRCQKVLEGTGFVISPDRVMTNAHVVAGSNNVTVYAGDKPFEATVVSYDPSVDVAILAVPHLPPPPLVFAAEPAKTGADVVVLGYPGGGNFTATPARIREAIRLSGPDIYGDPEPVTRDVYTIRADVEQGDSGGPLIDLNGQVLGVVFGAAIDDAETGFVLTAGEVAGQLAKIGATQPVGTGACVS
Yp Topo-I inh = Y. pestis Topo-I inhibition via cleavage products; Y. pestis Topo-I cleavage product accumulation, plate reader; activity, % at 10 µM; hit rate 0.064% among 360,000; AID 504884; in the data active = activity above about 50%, passing the limit was not always enough; note: inactives centre near 2
CCHFV vOTU inh = CCHFV vOTU protease inhibition. Pep-AMC fluorescence. hit rate 0.55% among 370,000. inhibition, % at 11.5 µM; in the data active = inhibition above about 30%; note: 0% = vehicle wells with enzyme and 100% = no enzyme wells
VHR inh abs = inhibitors of human VHR1 phosphatase (DUSP3). P51452. AID 1654. inhibition, % at 13.3 µM. hit rate 0.52% among 290,000. recombinant VHR phosphatase, pNPP absorbance; in the data active = inhibition above about 50%; note: some compounds called inactive have numbers as strong as hits
Target sequence (P51452 whole entry, looked up): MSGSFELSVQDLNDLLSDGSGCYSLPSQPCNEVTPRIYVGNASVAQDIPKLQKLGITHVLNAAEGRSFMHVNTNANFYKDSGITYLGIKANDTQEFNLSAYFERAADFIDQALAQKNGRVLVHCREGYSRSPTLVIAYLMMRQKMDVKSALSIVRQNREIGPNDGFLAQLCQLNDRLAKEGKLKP
* = called active by the depositor; i = inactive; / = not tested or not shown; & = joins results of further samples. An excerpt; the hit share may differ from the screen's.

Fields – 3CLpro inhibitor	TcdB GH inh	PrPC TRFRET	Vc quorum ag	MazEF act	SSB-PriA inh	Rv3671c inh	Yp Topo-I inh	CCHFV vOTU inh	VHR inh abs
- CCOC(=O)C(CC(=O)c1ccccc1)CC(=O)c1ccccc1
  -7.6	1.3	1.8	i	6.2	-26.9	/	10.0	16.5	-11.0
- CCc1ccc(C(=O)Cn2ccsc2=N)cc1
  -4.1	-1.4	-3.8	-0.5	-7.2	8.1	1.2	9.9	-7.3	14.6
- CCC(C)NC(=O)c1cc2c(=O)n(CC)c3ccccc3c2s1 (stereo unspecified)
  -0.5	-0.7	-1.4	-0.3	5.4	-8.8	1.2	15.5	-47.3	0.1
- CCCC(c1nnnn1CCOC)N1CCN(C(=O)c2ccco2)CC1 (stereo unspecified)
  5.2	/	-0.4	i	-7.1	-6.5	-3.7	-4.8	1.5	29.4
- CC(=O)C1=C(C)Nc2ncnn2C1c1cccc(O)c1 (stereo unspecified)
  -1.3	-0.4	6.5	i	4.8	-9.6	10.1	3.8	6.6	-6.7
- CCO[C@@H]1OC(C(=O)Nc2ccccc2)=C[C@H](C2CC2)[C@H]1CCCO
  -7.5	2.1&1.9	6.3	i	6.7	0.5	-2.2	0.7	0.5	6.7
- COc1ccc(CC(=O)O/N=C(\N)c2ccncc2)cc1OC
  /	-3.1	6.5	i	3.7	/	/	-4.6	-9.9	/
- O=C(O)C(Cc1ccccc1)N1C(=O)/C(=C/c2cccs2)SC1=S (stereo unspecified)
  3.6	-0.4	-0.5	-0.4	-3.6	2.0	/	14.2	10.6	23.4
- Cc1ccc2nc(NC(=O)C3CCN(S(=O)(=O)c4cc([N+](=O)[O-])ccc4Cl)CC3)sc2c1
  4.2	0.1	-8.2	-0.2	3.8	8.2	-51.7	-15.9	4.2	-0.8
- CCOC(=O)C1(Cc2cccc(F)c2)CCN(C(=O)COC)CC1
  0.3	1.5	3.2	0.4	6.9	-6.4	-11.1	1.0	6.4	21.3
- CN(C)C(=S)NC(C)(C)C
  1.1	-0.6	7.7	i	11.2	-0.1	-7.2	-2.9	0.3	-2.8
- C#CCn1cc(Cl)cc(C(=O)Nc2ccccc2)c1=O
  -0.3	0.5	-10.8	i	1.9	-7.7	-4.1	-0.1	10.6	15.5
- Cn1c(C(=O)OCC(=O)NCc2cccs2)cc2sccc21
  -5.9	1.0	3.0	i	-6.2	-10.6	-7.1	0.4	-9.9	21.3
- CN(CC(=O)Nc1cc(C(F)(F)F)ccc1-n1cncn1)Cc1nc2ccccc2c(=O)[nH]1
  /	2.2	3.5	-0.8	4.0	-2.8	/	0.1	10.4	/
- CCOc1cc(NC(=S)NCCCN2CCOCC2)c(OCC)cc1NC(=O)CC(C)C
  -1.8	/	4.8	i	-5.9	-14.5	-8.2	-3.3	-0.9	6.2

Fields – 3CLpro inhibitor	TcdB GH inh	PrPC TRFRET	Vc quorum ag	MazEF act	SSB-PriA inh	Rv3671c inh	Yp Topo-I inh	CCHFV vOTU inh	VHR inh abs
- CN(C)NC(=S)NC1CC2CCC1C2 (stereo unspecified)
  -6.0	1.9	10.2	-1.3	11.1	1.2	5.0	-0.5	-8.8	12.5
- CC(=O)c1cn(C)c(=O)n(C)c1=O
  -1.5	0.6	4.5	/	4.5	-2.9	4.0	2.8	3.5	-0.8
- CC(OC(=O)Cc1n[nH]c(=O)c2ccccc12)C(=O)Nc1ccc(F)cc1 (stereo unspecified)
  /	1.2	11.6	-0.6	4.7	-7.7	0.4	-0.3	6.8	/
- CCC(=O)NC(=Nc1nc2ccccc2s1)NC(=O)CC
  2.5	/	6.9	i	12.1	-6.7	-10.0	20.4	12.7	5.4
- Cc1onc(-c2ccccc2)c1C(=O)OCC(=O)Nc1cc(S(=O)(=O)N2CCOCC2)ccc1Cl
  -1.3	1.1	6.3	-0.3	-0.8	-2.7	-5.0	0.6	5.3	-2.0
- OC(COc1ccc(OCC(O)CN2CCN(Cc3ccccc3)CC2)cc1)CN1CCN(Cc2ccccc2)CC1 (stereo unspecified)
  /	1.0	-2.8	-0.4	-21.2	3.6	-0.2	-1.2	12.4	/
- COc1ccc(N/C=C\C(=O)c2ccc(Br)cc2)cc1OC
  -1.0	/	14.1	-0.4	8.9	0.8	4.4	11.2	-0.5	-4.7
- Cc1ccc(CN2C(=O)C(F)(F)Oc3ccc(C)cc32)cc1
  /	2.5	11.2	-0.6	/	/	/	9.0	4.4	/
- COc1cc(C(O)c2nc(-c3cc(F)cc(F)c3)cs2)ccc1F (stereo unspecified)
  /	2.0	9.7	-0.4	/	/	/	1.2	6.1	/
- Cc1ccc2c(c1)cc(CN(Cc1cccnc1)C(=O)NCc1ccccc1)c1nnnn12
  -2.3	/	6.9	3.2	0.4	-18.7	-0.5	22.0	-6.2	-7.7
- Cc1ccc(OC(=O)c2ccc(Br)o2)cc1
  -0.9	/	-0.1	i	-2.0	-6.9	5.4	10.1	10.2	24.9
- O=C1CCC/C(=N\NC(=O)COc2ccc(Cl)cc2)C1
  -0.6	-0.1	-9.6	i	-5.4	/	6.6	-0.1	6.7	13.1
- CC(C)(C)c1cccc(Cn2nnc3ccccc32)c1O
  /	-0.2	4.8	-4.5	1.5	-28.8	0.7	-2.7	11.0	/
- COc1cc(CCC(=O)OCC(=O)NCc2ccccc2)cc(OC)c1OC
  0.8	-0.4	-9.7	i	0.5	-10.3	4.1	2.7	11.0	20.6
- COc1cccc2cc(C(=O)NCc3ccccc3Br)c(=O)oc12
  3.9	/	3.5	2.5	-3.5	-13.0	1.8	11.5	-7.6	-11.2

Twelve entries from above, as tab-separated lines.
compound	3CLpro inhibitor	TcdB GH inh	PrPC TRFRET	Vc quorum ag	MazEF act	SSB-PriA inh	Rv3671c inh	Yp Topo-I inh	CCHFV vOTU inh	VHR inh abs
CCC(=O)NC(=Nc1nc2ccccc2s1)NC(=O)CC	2.5	/	6.9	i	12.1	-6.7	-10.0	20.4	12.7	5.4
Cc1onc(-c2ccccc2)c1C(=O)OCC(=O)Nc1cc(S(=O)(=O)N2CCOCC2)ccc1Cl	-1.3	1.1	6.3	-0.3	-0.8	-2.7	-5.0	0.6	5.3	-2.0
OC(COc1ccc(OCC(O)CN2CCN(Cc3ccccc3)CC2)cc1)CN1CCN(Cc2ccccc2)CC1 (stereo unspecified)	/	1.0	-2.8	-0.4	-21.2	3.6	-0.2	-1.2	12.4	/
COc1ccc(N/C=C\C(=O)c2ccc(Br)cc2)cc1OC	-1.0	/	14.1	-0.4	8.9	0.8	4.4	11.2	-0.5	-4.7
Cc1ccc(CN2C(=O)C(F)(F)Oc3ccc(C)cc32)cc1	/	2.5	11.2	-0.6	/	/	/	9.0	4.4	/
COc1cc(C(O)c2nc(-c3cc(F)cc(F)c3)cs2)ccc1F (stereo unspecified)	/	2.0	9.7	-0.4	/	/	/	1.2	6.1	/
Cc1ccc2c(c1)cc(CN(Cc1cccnc1)C(=O)NCc1ccccc1)c1nnnn12	-2.3	/	6.9	3.2	0.4	-18.7	-0.5	22.0	-6.2	-7.7
Cc1ccc(OC(=O)c2ccc(Br)o2)cc1	-0.9	/	-0.1	i	-2.0	-6.9	5.4	10.1	10.2	24.9
O=C1CCC/C(=N\NC(=O)COc2ccc(Cl)cc2)C1	-0.6	-0.1	-9.6	i	-5.4	/	6.6	-0.1	6.7	13.1
CC(C)(C)c1cccc(Cn2nnc3ccccc32)c1O	/	-0.2	4.8	-4.5	1.5	-28.8	0.7	-2.7	11.0	/
COc1cc(CCC(=O)OCC(=O)NCc2ccccc2)cc(OC)c1OC	0.8	-0.4	-9.7	i	0.5	-10.3	4.1	2.7	11.0	20.6
COc1cccc2cc(C(=O)NCc3ccccc3Br)c(=O)oc12	3.9	/	3.5	2.5	-3.5	-13.0	1.8	11.5	-7.6	-11.2

(further entries)
Fields – 3CLpro inhibitor	TcdB GH inh	PrPC TRFRET	Vc quorum ag	MazEF act	SSB-PriA inh	Rv3671c inh	Yp Topo-I inh	CCHFV vOTU inh	VHR inh abs
- CCOc1cc(CNc2ccc3c(c2)OCCO3)cc(Br)c1OCC(N)=O
  -1.5	/	-0.1	-1.5	1.8	30.1	-4.5	-0.6	-9.2	23.7
- Cc1ccc(OCCC(=O)OCC(=O)N2CCN(S(=O)(=O)c3ccc(Cl)cc3)CC2)cc1
  /	1.1	-6.2	-7.1	0.4	-13.0	3.3	21.9	4.1	/
- COc1ccc(NC(=O)NC(=O)c2cc(OCC(F)(F)F)ccc2OCC(F)(F)F)cc1
  -0.5	0.3	4.3	-1.9	-0.8	-3.3	-3.7	6.0	0.6	4.3
- Cc1c(C(=O)N(Cc2cccc(Br)c2)C2CCS(=O)(=O)C2)oc2ccc(F)cc12 (stereo unspecified)
  3.1	-0.7	5.1	-0.5	0.8	1.9	-8.5	26.2	28.1	14.0
- Cc1ccc(N(CC(=O)NCc2ccc3c(c2)OCO3)C(=O)CCC(=O)Nc2ccccn2)cc1
  7.9	1.5	4.6	i	-29.6	1.0	4.6	-3.0	12.8	11.8
- Cc1cc2c(cc(C(=O)O)n2C)s1
  0.4	/	-1.7	-1.4	5.1	-7.1	0.2	-4.4	-0.2	15.5
- CN(CC(=O)Nc1ncn[nH]1)S(=O)(=O)c1ccc(Br)cc1
  -3.0	2.0	0.5	-0.8	4.3	2.6	-10.9	5.5	10.2	26.5
- COc1ccc(C)cc1NC(=O)c1cc(C2CC2)nc2c1c(C)nn2C1CCS(=O)(=O)C1 (stereo unspecified)
  /	1.3	1.0	i	6.4	-9.5	/	3.8	-4.6	/
- Cc1oc(-c2cccc(C(F)(F)F)c2)nc1CN1CCOCC1
  0.7	0.9	-1.7	i	-5.1	0.1	0.0	3.9	-0.1	15.1
- C=CCN1C(=O)c2ccccc2Sc2ccc(C(=O)N3CCC4(CC3)OCCO4)cc21
  -1.9	2.7	/	i	-1.1	-6.1	0.8	18.0	/	44.7
- COC(=O)CSc1cc(C)nc(SC)n1
  -4.3	/	2.6	i	0.2	-12.3	1.0	3.5	-1.3	-19.9
- CCn1c(=O)cc(SCC(=O)NCCCN2CCN(c3ccc(F)cc3)CC2)c2ccccc21
  3.9	/	-14.2	-1.0	-4.3	-3.1	-2.7	12.2	-0.5	26.3
- Cc1ccc(SC(C)C(=O)N2CCCC2)cc1 (stereo unspecified)
  -3.8	0.3	5.0	i	2.7	-5.5	-9.9	3.5	8.3	-12.6
- O=C(COC(=O)c1ccc(O)cc1)NCCCc1ccccc1
  2.5	/	3.9	3.0	-4.9	12.4	/	-11.0	-6.2	20.4
- COc1ccc(-c2c(C#N)c(N)nc3c2CCC3)cc1
  -2.5	0.6	0.7	-0.2	3.2	-14.5	-1.8	-9.6	-37.0	41.8

Fields – 3CLpro inhibitor	TcdB GH inh	PrPC TRFRET	Vc quorum ag	MazEF act	SSB-PriA inh	Rv3671c inh	Yp Topo-I inh	CCHFV vOTU inh	VHR inh abs
- COc1ccccc1N1CCN(C(=O)c2ccc(-c3ccccc3)cc2)CC1
  5.6	0.3	4.2	1.8	2.5	5.8	6.5	29.1	2.4	28.2
- CC1C2CCC(C2)C1OC(=O)c1ccccc1C(=O)O (stereo unspecified)
  /	0.5	6.9	i	5.0	/	/	-5.1	4.9	/
- Cc1ccc(NC(=O)CCCSc2nc3ccccc3[nH]2)cc1
  0.1	0.6	6.7	i	11.1	-1.6	-9.0	4.4	1.0	-11.0
- CCCS(=O)(=O)NC(=O)C1(C)CCCN(C(=O)COc2ccccc2)C1 (stereo unspecified)
  /	0.6	-2.0	-0.4	/	/	/	-9.8	-9.1	/
- CC1C=CCC2C(=O)N(c3cccc(C(=O)N4CCCCCC4)c3)C(=O)C12 (stereo unspecified)
  1.6	/	4.8	i	-2.3	-14.1	8.1	1.6	-13.2	/
- CCCCS(=O)(=O)/C=C/[C@H]1[C@H](S(=O)(=O)CCCC)[C@H]2C=C[C@@H]1C2
  -0.4	/	2.0	3.1	4.9	-14.4	2.9	0.3	-12.7	7.5

From PubChem BioAssay
